Screening data (PubChem)
M5 antag: antagonists of human muscarinic M5 receptor (CHRM5); CHO-hM5 cells, Fluo-8 calcium fluorescence, ACh EC80; inhibition, % at 3 µM; 0.59% of 360,000 active;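 active means inhibition above a per-plate cutoff, the mean of that plate's test compounds plus 3 SD, cut at about 27% in these data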;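 further: 0% = acetylcholine EC80 with DMSO and 100% = DMSO without agonist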
Target sequence (P08912 whole entry, looked up): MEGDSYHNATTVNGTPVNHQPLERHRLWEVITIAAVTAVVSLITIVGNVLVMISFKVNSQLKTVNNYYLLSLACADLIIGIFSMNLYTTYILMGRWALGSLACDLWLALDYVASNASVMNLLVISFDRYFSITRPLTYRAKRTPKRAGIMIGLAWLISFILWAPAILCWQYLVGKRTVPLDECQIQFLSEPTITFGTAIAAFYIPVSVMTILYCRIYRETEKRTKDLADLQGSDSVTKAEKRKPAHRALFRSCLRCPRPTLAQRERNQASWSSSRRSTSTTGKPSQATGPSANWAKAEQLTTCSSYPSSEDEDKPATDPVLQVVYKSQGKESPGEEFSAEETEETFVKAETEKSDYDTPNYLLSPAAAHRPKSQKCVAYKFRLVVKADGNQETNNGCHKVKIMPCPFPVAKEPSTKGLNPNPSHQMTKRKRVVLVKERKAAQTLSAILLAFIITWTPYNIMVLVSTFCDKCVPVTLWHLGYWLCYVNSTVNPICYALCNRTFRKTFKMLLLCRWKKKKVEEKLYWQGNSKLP
CHRM5 PAM: CHRM5 positive allosteric modulation; CHO-K1 hM5, Fluo-8 calcium, ACh EC20 PAM; 0% = ACh EC20, 100% = ACh EC100; activation, % at 3 µM; 0.3% of 360,000 active;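 active means activation above the run cutoff, the mean activation of all test compounds plus 3 SD, cut at about 18% in these data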
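system = human M5 receptor in CHO-K1 cells | reagent = EC20 acetylcholine as agonist stimulus | compound dosing = single-point, 3 µM nominal | incubation = Fluo-8 loading 80 min at 37 °C plus 30 min room temperature | detection = Fluo-8 calcium dye fluorescence, kinetic read | benchmarks = low control EC20 acetylcholine (0%), high control EC100 acetylcholine (100%)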
CHRM5 agonist: CHRM5 agonism in calcium assay | P08912 | 0.19% of 360,000 active | activation, % at 3 µM | CHO-K1 hM5 cells, Fluo-8 calcium fluorescence; 0% DMSO wells, 100% maximal acetylcholine response | AID 624037;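 active means activation above the run's mean over test compounds plus 3 SD, cut at about 23% in these data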;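 further: signal is peak over basal fluorescence ratio across the kinetic read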
M1 ag parental: nonselective activator or artifact in parental CHO-K1 cells; Fluo-8 calcium fluorescence; scaled to maximal ATP response, vehicle zero; activation, % at 3 µM; 0.48% of 360,000 active; AID 602248; in the data active means activation above about 15%;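 further: untransfected CHO-K1 host cells lacking M1 receptor as counterscreen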
CHO-K1 Ca PAM: nonselective activator or artifact in parental CHO-K1 calcium assay; ATP EC20, Fluo-8 calcium fluorescence; 0% at ATP EC20, 100% at ATP max; activation, % at 3 µM; 0.02% of 360,000 active; AID 602247;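 active means activation above the run cutoff, the mean activation of all test compounds plus 3 SD, cut at about 40% in these data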;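 further: peak over basal fluorescence ratio in a 140 s read after ATP addition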
CHRM4 PAM: positive allosteric modulators of human muscarinic M4 receptor. P08173. CHO-K1 hM4/Gqi5, Fluo-8 calcium fluorescence, ACh EC20; 0% = ACh EC20, 100% = maximal ACh. activation, % at 3 µM. 0.4% of 360,000 active. AID 624126;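 active means activation above its plate's cutoff, the mean activation of sample wells plus 3 SD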; further: some results filed as inactive read as strong as hits
Target sequence (P08173 whole entry, looked up): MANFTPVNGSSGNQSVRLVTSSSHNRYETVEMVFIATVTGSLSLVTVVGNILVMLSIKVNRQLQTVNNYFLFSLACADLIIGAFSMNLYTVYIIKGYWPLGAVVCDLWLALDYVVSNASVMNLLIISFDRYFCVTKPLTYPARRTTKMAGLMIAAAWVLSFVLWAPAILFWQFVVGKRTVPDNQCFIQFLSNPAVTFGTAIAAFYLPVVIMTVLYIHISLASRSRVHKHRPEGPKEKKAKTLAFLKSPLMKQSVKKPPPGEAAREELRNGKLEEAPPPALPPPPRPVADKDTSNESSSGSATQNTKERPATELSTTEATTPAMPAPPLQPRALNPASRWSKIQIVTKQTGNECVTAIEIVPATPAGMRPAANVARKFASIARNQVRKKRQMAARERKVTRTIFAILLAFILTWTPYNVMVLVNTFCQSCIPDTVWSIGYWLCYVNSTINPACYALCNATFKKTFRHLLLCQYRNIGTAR
M4 antag: blocks acetylcholine activation of human M4 receptor; 0.73% of 360,000 active; P08173; CHO-hM4 cells, ACh EC80, Fluo-8 calcium fluorescence; AID 624125; inhibition, % at 3 µM;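 active means inhibition above its plate's cutoff, the mean inhibition of sample wells plus 3 SD, cut at about 27% in these data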;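 further: 0% = acetylcholine EC80 with DMSO and 100% = DMSO without agonist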
CHO-K1 Ca antag: nonselective inhibitor or artifact in parental CHO-K1 cells. ATP-induced calcium, Fluo-8 fluorescence. inhibition, % at 3 µM. 0.6% of 360,000 active;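 active means inhibition above a per-plate cutoff, the plate's mean sample inhibition plus 3 SD, cut at about 24% in these data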;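 further: 0% = DMSO plus EC80 ATP and 100% = DMSO alone without ATP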
CHRM4 agonist: agonists of human muscarinic M4 receptor (CHRM4); 0.14% of 360,000 active; CHO-K1 hM4/Gqi5, Fluo-8 calcium fluorescence; vehicle 0%, full acetylcholine response 100%; activation, % at 3 µM;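 active means activation above the run mean over all test wells plus 3 SD, cut at about 32% in these data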;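 further: peak over basal fluorescence ratio per well then scaled between controls; 0% = DMSO wells and 100% = acetylcholine at EC100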
The depositor's hits bear a star; nt = not tested or not shown.

SMILES	M5 antag	CHRM5 PAM	CHRM5 agonist	M1 ag parental	CHO-K1 Ca PAM	CHRM4 PAM	M4 antag	CHO-K1 Ca antag	CHRM4 agonist
Cc1ccc(N2CC(C(=O)NCCS(=O)(=O)N3CCN(c4ccccc4)CC3)CC2=O)cc1 (stereo unspecified)	8	-2	-3	0.5	9	2	7	-12	0
COC(=O)Nc1sc2c(c1C(=O)N1CCOCC1)CCC(C)C2 (stereo unspecified)	2	4	-3	0.1	26	2	1	-15	0
COc1cc(C(=O)c2ccccc2)c(OC)cc1C(=O)Nc1ccc(O)cc1	9	-6	0	1.5	21	5	3	-4	2
CCOc1ccc(C(=O)OCC(=O)Nc2cc(S(=O)(=O)N3CCOCC3)ccc2N2CCOCC2)cc1	1	-9	-1	-0.2	7	10	-24	-12	1
CCCCOP(=O)(OCCCC)C(Nc1ccccc1)c1ccc2c(c1)OCO2 (stereo unspecified)	3	-10	-4	4.3	32	-12	-12	-13	4
O=C(OCC(=O)N(Cc1ccccc1)Cc1ccccc1)c1cccc(O)c1	9	-6	-1	0.7	17	15	-23	-26	2
O=C(Oc1ccccc1Cl)c1ccc(N2CCOCC2)c([N+](=O)[O-])c1	10	-5	-1	2.3	11	-5	5	-3	7
COC(=O)c1cc(C)sc1NC(=O)CN1CCN(C(=O)C2CCCO2)CC1 (stereo unspecified)	-15	8	-1	1.1	-3	3	0	-1	2
O=C(COc1ccccc1N1C(=O)C2C3C=CC(C3)C2C1=O)c1ccccc1 (stereo unspecified)	2	-3	0	0.7	11	-12	-7	-12	2
CN(C)C(=O)CN1C(=O)NC(c2ccccc2)(c2ccccc2)C1=O	10	-6	-1	0.9	10	6	-2	-21	1
CC(CCc1ccccc1)NC(=O)COC(=O)c1ccccc1Br (stereo unspecified)	0	-2	-1	3.3	10	-3	1	-13	7
COC(=O)C(C)N(c1ccc(OC)cc1)S(C)(=O)=O (stereo unspecified)	5	-1	-1	0.2	-6	5	-7	11	1
CC(=O)Nc1ccc(NC(=O)c2ccc(-c3ccc([N+](=O)[O-])cc3)o2)cc1	12	-2	-3	1.3	8	-5	12	-9	2
Cc1nn(C)c(Cl)c1C(=O)NCC(=O)O	-14	1	-1	0.1	17	4	-5	2	1
COc1ccc2c(CC(=O)Nc3ccc(N4CCOCC4)cc3)coc2c1	2	-1	-3	1.4	18	-1	2	-13	2
Nc1ccc2c(c1)C(O)c1ccc(Cl)cc1-2 (stereo unspecified)	7	-3	-3	-0.1	-9	6	-3	7	2
S=c1[nH]nc(-c2ccc(Cl)cc2)n1Cc1ccccc1	11	-20	-6	1.2	-4	-14	25	-10	4
Cc1c(NC(=O)C2CCCNC2=O)c(=O)n(-c2ccccc2)n1C (stereo unspecified)	-3	1	0	-0.1	9	6	17	2	0
O=C(Cc1ccccc1)N1CCC2(CC1)NCCc1[nH]cnc12	-3	7	-4	0.6	17	1	8	-15	0
OC(Cc1ccnc2ccccc12)C(Cl)(Cl)Cl (stereo unspecified)	23	-12	2	6.4	-3	-6	13	-4	12

Looked up above.
CC(CCc1ccccc1)NC(=O)COC(=O)c1ccccc1Br (stereo unspecified) in M5 antag → 0
OC(Cc1ccnc2ccccc12)C(Cl)(Cl)Cl (stereo unspecified) in CHRM4 PAM → -6
O=C(Cc1ccccc1)N1CCC2(CC1)NCCc1[nH]cnc12 in CHO-K1 Ca PAM → 17

Back to the main list with the 2 entries that preceded the break.
SMILES	M5 antag	CHRM5 PAM	CHRM5 agonist	M1 ag parental	CHO-K1 Ca PAM	CHRM4 PAM	M4 antag	CHO-K1 Ca antag	CHRM4 agonist
O=C(Cc1ccccc1)N1CCC2(CC1)NCCc1[nH]cnc12	-3	7	-4	0.6	17	1	8	-15	0
OC(Cc1ccnc2ccccc12)C(Cl)(Cl)Cl (stereo unspecified)	23	-12	2	6.4	-3	-6	13	-4	12
COc1ccc(CC(=O)Nc2ccc(S(=O)(=O)NC(C)C)cc2)cc1	-6	2	12	6.8	17	5	5	-11	8
O=C(C[C@H]1C/C=C/CC[C@@H](Cc2ccc(F)cc2)C(=O)O[C@@H](c2ccccc2)CNC1=O)NCCO	-6	-10	3	0.0	0	-8	6	-4	7
O=C1CN(C(=O)c2ccccc2)C(c2ccc(F)cc2)c2cc(Br)ccc2N1 (stereo unspecified)	6	-6	-6	0.8	17	2	-8	-13	4
COc1c(/C=N/NC(N)=S)c(C)nn1-c1ccccc1	2	1	-5	0.5	-2	9	-7	0	3
COC(=O)CN1C(=O)[C@H]2[C@@H](c3ccc(C)o3)N3C(=O)CN(Cc4ccc(-c5ccccc5)cc4)C(=O)[C@@]3(C)[C@H]2C1=O	12	-1	3	0.0	-11	-1	8	-4	1
N#Cc1ccc(C(=O)OCC(=O)Nc2cccc(S(=O)(=O)N3CCCCC3)c2)cc1	11	-10	5	9.5	-3	-2	1	8	13
COc1cccc(C2/C(=C(/O)c3cnn(-c4ccccc4)c3C)C(=O)C(=O)N2CCN(C)C)c1 (stereo unspecified)	-3	7	-1	0.0	9	2	8	-2	0
O=C(NCc1ccco1)c1ccc(=O)[nH]n1	-5	-1	-3	0.5	24	11	4	-18	0
O=C1CCCN1CCCNCC(O)c1ccccc1 (stereo unspecified)	12	2	-2	0.4	9	5	-6	-6	1
CC(C)N1C/C(=C/c2cccnc2)C(=O)/C(=C/c2cccnc2)C1	-3	0	-2	0.4	27	14	-9	-14	1
CC(C)CC(c1nnnn1Cc1ccccc1)N1CCC(C(N)=O)CC1 (stereo unspecified)	-1	-7	-4	0.6	17	-2	-2	-11	2
Cc1cc(OCC(=O)OCC(=O)N2CCc3ccccc3C2)ccc1Cl	18	-6	-1	1.0	17	3	-7	-6	3
c1ccc(C2[C@H]3CN(CC4CCCCC4)[C@H](c4ccccc4)C34CC2(c2cccnc2)C4)cc1 (stereo partly specified)	16	-32	-13	0.2	-3	-13	31*	-2	2
Cc1cc(C(=O)OCC(=O)c2ccc(Cl)c([N+](=O)[O-])c2)c2cccc(C)c2n1	-3	3	1	-0.1	6	0	6	1	0
CCOC(=O)Cn1c(=O)cnc2ccccc21	-2	0	-1	0.4	23	2	-4	-10	0
Cc1oc(-c2ccc(Cl)cc2)nc1CS(=O)CC(=O)NCc1cccs1 (stereo unspecified)	-4	0	-2	0.3	13	4	-8	-6	2
CC1CN(CC(O)COc2ccccc2C(C)(C)C)CC(C)O1 (stereo unspecified)	-6	-13	-4	0.3	1	5	4	1	1
Cc1ccccc1NC(NC(=O)OCCn1c([N+](=O)[O-])cnc1C)C(Cl)(Cl)Cl (stereo unspecified)	-2	5	-1	0.2	-9	2	-5	7	3
CC(=O)NC(=O)c1nnn(Cc2ccccc2)c1NC(C)=O	-3	1	-1	0.1	15	5	0	-7	1
Cc1c(-c2ccccc2)nc2ccccc2c1C(=O)Oc1ccc([N+](=O)[O-])cc1	5	0	3	0.3	20	11	-11	-4	1
CCOC(=O)c1nnsc1NC(=O)Nc1ccc(OC)cc1	10	-1	-1	0.3	-5	3	-2	15	0
O=C(c1ccc(Cl)c(S(=O)(=O)NCc2ccco2)c1)N1CCN(c2ccccc2F)CC1	-5	-10	-4	4.7	14	-2	-7	5	9
Cc1noc2ncnc(Sc3ccc(Cl)cc3)c12	25	-4	-2	0.2	18	8	-8	-8	0
CN(Cc1c(C(=O)N/N=C/c2cccc(F)c2)nnn1-c1nonc1N)C1CCCCC1	-12	1	-5	0.1	23	9	-22	-28	1
COc1ccc(C(C(=O)NC2CCCCC2)n2c(=O)c(-c3cc4ccccc4[nH]3)nc3ccccc32)cc1 (stereo unspecified)	8	-4	3	nt	nt	4	-5	nt	3
COc1ccc(CNc2nc(-c3cccnc3)nn2C(=O)c2ccco2)cc1	5	-3	-4	1.5	12	-3	6	-4	2
Cc1cc(C)cc(NC(=O)C2CCCN2S(=O)(=O)c2ccc3c(c2)C(C)(C)C(=O)N3C)c1 (stereo unspecified)	0	-6	-1	0.0	-7	-2	-3	8	2
COc1ccc(CCNC(=O)CSc2nnc3ccc(-c4cccnc4)nn23)cc1	13	-2	-2	0.8	20	0	-8	-7	2
CCOc1ccc(NC(=O)CSc2nc(NS(=O)(=O)c3ccc(C)cc3)cc(=O)[nH]2)cc1	15	-4	-2	-0.5	17	8	1	-5	0
COCCN1C[C@@H](CO)O[C@@H](n2cnc3c(N4CCN(CCO)CC4)ncnc32)C1	16	-3	1	-0.1	-3	2	2	18	0
CC(C)[C@H](CN1CCC[C@H]1CN1C(N)=NC[C@@H]1Cc1ccccc1)N1C[C@@H](Cc2ccccc2)N(CCc2ccc(Cl)c(Cl)c2)C1=N	9	-21	-9	-0.3	-1	-4	4	-6	-1
O=C(CCS(=O)(=O)c1ccc(Br)cc1)NCc1ccc(F)cc1	1	0	-4	0.6	5	11	4	-4	2
COc1ccccc1CNC(=O)CC(C)C	2	8	-5	0.1	5	-5	3	-8	0
CCCCCCCCCCCC1=C(O)C(=O)C=C(O)C1=O	2	-1	0	0.0	3	6	-5	0	2
Cc1cc(NC(=O)CSc2ccc(-c3cccc([N+](=O)[O-])c3)nn2)no1	5	-4	1	0.0	4	13	2	-8	0
c1ccc2c(c1)CCN(c1nc3cc4c(cc3s1)OCCO4)C2	5	-22	-5	1.1	9	-5	-1	-1	3
Clc1ccc(-[n+]2c(-c3cccc(Br)c3)[nH]c3nc4ccccc4nc32)cc1	7	-1	-2	0.6	12	1	-8	-3	1
Cn1c(=O)[nH]c(=O)c2c1nc(N1CCCC1)n2CC(O)COc1ccccc1 (stereo unspecified)	0	-8	3	1.8	3	-5	5	4	6
O=C(CNC(=O)c1ccc(-c2ccccc2)cc1)OCc1c(F)cccc1Cl	-11	3	-2	1.1	28	2	-2	-9	0
CCCSc1nc2cc(OC)c(OC)cc2c(=N)n1CCCN1CCOCC1	18	-9	-2	2.1	-8	-9	7	4	10
CCOc1ccc(CCNC(=O)COC(=O)c2ccc(Br)o2)cc1OCC	-4	16	-4	-0.2	9	7	1	-8	0
COc1ccc(N(CC(=O)NC2CCCC2)C(=O)Cn2nnc(-c3ccc(C)o3)n2)c(OC)c1	1	-1	0	0.7	1	4	-2	-8	2
CC(=O)c1sc2nc(-c3cccs3)cc(C(F)(F)F)c2c1N	1	3	2	5.1	0	-9	21	15	3
CC(=O)c1ccc(N2CCN(C(=O)C(=O)c3cn(CC(=O)N4CCCCCC4)c4ccccc34)CC2)cc1	4	-5	-3	2.5	7	-1	-4	-11	2
C/C(=N\n1c(C)nc2ccccc2c1=O)c1ccc(C)o1	6	-4	-2	0.1	-1	14	-3	-6	1
CC1CCCN(C(=O)CSc2nnc(-c3cccs3)o2)C1 (stereo unspecified)	8	2	-2	1.3	2	4	-3	-18	1
CCC(C)[C@H](NC(=O)NC1CCN(Cc2ccccc2)CC1)C(=O)OC (stereo partly specified)	-4	-1	-6	0.6	0	-12	18	-15	0
CCCCCC1(C)NC(=S)N(c2ccccc2)N1 (stereo unspecified)	5	-1	0	0.3	12	3	5	-18	1
CCOC(=O)C1CCN(S(=O)(=O)c2cc(C(=O)N3CCCCC3)ccc2OC)CC1	6	-5	0	3.6	7	-3	-3	0	7
Nc1cc(C(=O)O)c(Oc2ccc(Cl)cc2Cl)cc1C(=O)O	8	1	-1	0.8	22	3	8	2	0
